AddAB inh = less growth of phage-infected E. coli with AddAB. inhibition, % at 11.9 µM. actives 0.29% (n = 330,000). E. coli expressing H. pylori AddAB, absorbance growth; in the data active = inhibition above about 12%;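 note: 0% = vehicle wells of infected cells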
Wnt bcat act = Wnt/beta-catenin pathway activation; Wnt/beta-catenin reporter cell assay, activator, plate reader; activation, % at 9.35 µM; actives 1.2% (n = 300,000); AID 743398; in the data active = activation above about 30%, passing the limit was not always enough;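 note: 0% = neutral control wells and 100% = positive control wells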
CAL PDZ FP-1 = CAL PDZ (human) peptide binding inhibition; Q9HD26; AID 602252; inhibition, % at 24.9 µM; purified CAL PDZ, TMR-peptide fluorescence polarization, 1 h; actives 0.92% (n = 300,000);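 active = mean inhibition of at least 30% with at least half of replicates also reaching 30%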;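 note: 0% = DMSO neutral control and 100% = excess unlabeled competitor peptide PRC23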
SR-BI DiI-HDL act = activators of SR-BI mediated HDL lipid uptake; CHO ldlA[mSR-BI] cells, DiI-HDL uptake fluorescence, 3 h; 100 = double the neutral-control signal; activation, % at 12.5 µM; actives 0.096% (n = 320,000); AID 504775;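 active = mean replicate activation of at least 60% and every replicate at or above 60%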;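 note: 0% = median plate neutral-control signal and 100% = twice that signal; values of inactives mirror those of a sister screen read the other way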
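Test system: SR-BI-overexpressing, LDLR-lacking CHO cells; Also added: labelled HDL, 10 µg/mL; Measured by: bottom-read cell fluorescence after medium removal, ex 550/em 595 nm; Timing: 3 h uptake period with compound, 37 °C; Buffer or medium: F12, 0.5% BSA, 25 mM HEPES; Doses: single compound concentration, delivered by pin transfer.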
phage Ecoli inh = E. coli growth loss with phage present; growth absorbance; inhibition, % at 11.9 µM; actives 0.26% (n = 360,000); AID 651602; in the data active = inhibition above about 11%
Tat export inh = E. coli Tat transport inhibition; inhibition, % at 10 µM; actives 0.036% (n = 340,000); E. coli MC4100 TorA-mCherry Tat export, fluorescence;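 active = mean replicate inhibition at least 50% and at least half of replicates individually reaching 50%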;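 note: exported cargo escapes ClpAP degradation while cytoplasmic cargo is degraded and loses fluorescence; 0% = median of neutral control wells and 100% = median of NaSCN control wells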
SR-BI DiI inh = blocks mouse SR-BI lipid uptake from DiI-HDL; Q61009; AID 488896; inhibition, % at 12.5 µM; actives 0.96% (n = 320,000); ldlA[mSR-BI] CHO cells, DiI-HDL uptake fluorescence, 3 h;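 active = mean replicate inhibition of at least 70% and a set share of replicates each scoring 70 or more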;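 note: 0% = median of neutral control wells and 100% = median of positive control wells; values of inactives mirror those of a sister screen read the other way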
Target sequence (Q61009 whole entry, looked up): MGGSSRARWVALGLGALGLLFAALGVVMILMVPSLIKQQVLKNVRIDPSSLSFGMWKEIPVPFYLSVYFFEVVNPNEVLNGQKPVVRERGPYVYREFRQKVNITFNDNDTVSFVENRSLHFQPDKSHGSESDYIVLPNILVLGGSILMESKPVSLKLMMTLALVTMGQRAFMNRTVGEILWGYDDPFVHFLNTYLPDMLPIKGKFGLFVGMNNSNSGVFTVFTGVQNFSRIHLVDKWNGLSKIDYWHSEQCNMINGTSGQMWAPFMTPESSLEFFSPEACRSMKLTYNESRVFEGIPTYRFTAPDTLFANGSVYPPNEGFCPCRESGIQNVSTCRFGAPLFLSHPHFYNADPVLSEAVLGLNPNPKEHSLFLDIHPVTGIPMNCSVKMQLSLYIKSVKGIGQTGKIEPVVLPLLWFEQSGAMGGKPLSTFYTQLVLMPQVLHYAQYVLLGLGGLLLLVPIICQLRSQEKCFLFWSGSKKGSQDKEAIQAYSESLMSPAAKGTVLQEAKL
CAL PDZ FP-2 = inhibitors of human CAL PDZ peptide binding | Q9HD26 | inhibition, % at 20 µM | actives 0.02% (n = 330,000) | AID 504414 | purified CAL PDZ, TMR-peptide fluorescence polarization, 1 h;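 active = highest replicate inhibition of at least 40%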;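 note: plate controls were DMSO neutral control wells for no effect and unlabeled competitor peptide control wells for full effect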
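Material: tagged CAL PDZ domain; buffer or medium: 25 mM sodium phosphate pH 7.4, 150 mM NaCl, TCEP, IgG, Thesit; compound dosing: single point, 20 µM; schedule: 1 h incubation at room temperature before polarization reading; measured by: FP readout, S and P plane fluorescence; read-out basis: percent inhibition from loss of millipolarization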
Ecoli viability = counter-screen for AddAB inhibitors: E. coli growth inhibition; AID 449728; actives 0.27% (n = 330,000); inhibition, % at 11.9 µM; E. coli V3065 growth, OD600 absorbance, 18 h;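 active = inhibition above the campaign's mean inhibition across all tested compounds plus 3 SD, cut at about 9.9% in these data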;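 note: uninfected addAB+ strain grown without phage in ampicillin broth; 0% = DMSO wells and 100% = ciprofloxacin 0.95 µg/ml wells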
MITF TRPM1 HTS = MITF TRPM1 promoter activation in melanoma cells; actives 0.75% (n = 300,000); activation, % at 12.5 µM; AID 588334; SK-MEL-5 TRPM1-promoter luciferase, 24 h; % of positive control, neutral wells = 0;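 active = mean activation of at least 80% with every replicate also reaching 80%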;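 note: 0% = neutral control wells and 100% = parthenolide positive control wells; values of inactives mirror those of a sister screen read the other way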
Active calls of the source: *; nt = no result given; & = joins results of further samples. The order is random; about 3.6% have a hit in one of these screens.

SMILES | AddAB inh | Wnt bcat act | CAL PDZ FP-1 | SR-BI DiI-HDL act | phage Ecoli inh | Tat export inh | SR-BI DiI inh | CAL PDZ FP-2 | Ecoli viability | MITF TRPM1 HTS
COc1ccc(Oc2nccc(-c3ccccc3)c2C#N)cc1 | -1.4 | nt | -3 | 8 | 4.2 | -3 | -8 | -1.4 | 3.6 | 65
O=C1CCC(NC(=O)c2ccccc2)C(=O)N1 (centres undefined) | nt | -1 | -1 | 11 | -0.3 | 0 | -11 | -0.2 | nt | 1
NC(=S)N/N=C/c1ccc(C(F)(F)F)cc1 | 0.3 | 0 | -5 | -23 | 3.7 | -4 | 23 | -0.9 | 2.5 | -6
O=C1NC(=O)C2(CCCCCCC2)N1 | nt | -7 | 3 | nt | 2.7 | 1 | nt | 0.4 | nt | 9
Cc1cccc(CNC(=O)CC2C(=O)NCCN2C2CCCC2)c1 (centres undefined) | 2.6 | 3 | -4 | 12 | 0.9 | -3 | -12 | 0.0 | 1.6 | -9
C=COCCNC(=O)Nc1ccc(Cl)cc1Cl | 3.5 | nt | -3 | -72 | 1.7 | -5 | 72* | -1.2 | 0.8 | -2
CC1CCC2(CC1)NC(=S)N(C(C)(C)C)N2 (centres undefined) | 2.5 | -3 | -2 | 9 | 0.5 | -9 | -9 | 0.7 | 1.1 | nt
CCN(C(=O)C1CCCN(c2nc(-c3ccc(OC)cc3)no2)C1)c1ccc(OC)cc1 (centres undefined) | 7.6 | -6 | 1 | -2 | 1.8 | 5 | 2 | -0.7 | -2.3 | 2
CCCN1C(=O)SC(CC(=O)Nc2ccccc2C)C1=O (centres undefined) | 0.2 | nt | 0 | -13 | 1.0 | -5 | 13 | -0.5 | -1.6 | -10
Cc1cc(Nc2ccccc2)nc(NCc2ccccc2)n1 | 4.4 | 8 | 1 | -4 | 4.4 | 0 | 4 | -2.8 | 3.6 | -5
CCOC(=O)NN1C(=O)c2ccccc2NC1c1cccnc1 (centres undefined) | 0.6 | -1 | nt | 3 | 1.9 | 0 | -3 | 0.7 | -0.5 | -5
CCCc1c(C)nc(N2CCN(c3cccc(OC)c3)CC2)[nH]c1=O | 4.0 | 0 | -3 | 31 | 0.4 | -7 | -31 | -0.7 | 0.2 | nt
O=C(CSc1nnc(CNC(=O)c2cccs2)o1)Nc1ccc(Br)cc1 | 3.0 | 3 | 44* | 1 | 3.1 | 3 | -1 | -1.9 | -1.6 | 3
CC(C)(C)NC(=O)CCN1CCOCC1 | 1.0 | nt | -1 | 6 | 5.0 | 5 | -6 | -1.2 | 3.6 | -4
NC(=O)CSc1oc(-c2ccco2)nc1S(=O)(=O)c1ccc(Br)cc1 | 2.8 | nt | -7 | 10 | nt | -10 | -10 | -3.5 | -0.8 | -6
O=C(NCC(c1cccs1)N1CCOCC1)c1ccc(OCc2ccccc2)cc1 (centres undefined) | 0.2 | 1 | nt | -12 | 1.1 | 6 | 12 | -1.2 | 0.7 | 3
C=CCn1c(SCC(=O)Nc2sc3c(c2C#N)CCC3)nnc1C1COc2ccccc2O1 (centres undefined) | 2.1 | nt | -2 | -29 | 2.7 | -11 | 29 | 0.0 | 0.9 | 5
COc1ccccc1C(=O)NNC(=O)c1ccc(F)cc1 | 3.0 | 3 | 5 | 2 | 1.9 | -2 | -2 | -2.0 | 2.5 | -1
CCc1cc(C(=O)Nc2ncccc2O)sc1C | -0.1 | 37* | -3 | 1 | 1.6 | 2 | -1 | -2.4 | 4.0 | 2
CC(=C\c1ccccc1)/C=C1/SC(=S)N(C(C(=O)O)C(C)C)C1=O (centres undefined) | nt | 6 | 4 | 17 | 3.6 | 10 | -17 | -1.1 | nt | -9
COC(=O)CSc1nc2ccccc2c(=O)n1C | 5.1 | 42* | 3 | 7 | 0.9 | -1 | -7 | -1.6 | 1.1 | 3
Cc1ccccc1C(=O)OC(C)CN1CCN(C)CC1 (centres undefined) | -1.3 | -3 | 116* | -8 | 0.5 | 5 | 8 | 9.0 | -1.7 | -14
COc1ccc(/C=C/C(=O)N(C)c2ccccc2C(=O)O)cc1 | 1.5 | 1 | 2 | 21 | 3.1 | 0 | -21 | -1.1 | 1.1 | 4
COc1ccc(S(=O)(=O)N2CCOC2CNC(=O)C(=O)NCc2ccc(F)cc2)cc1OC (centres undefined) | 0.5 | -4 | -2 | 0 | 1.2 | -5 | 0 | -2.0 | 0.3 | -3
O=C(Nc1cc(C(F)(F)F)ccc1N1CCOCC1)c1cn2ccccc2n1 | 0.7 | -7 | 1 | -23 | 2.9 | 0 | 23 | -0.7 | 1.2 | nt
O=C(CCNC(=O)c1ccccc1)NCCCc1ccccc1 | 2.6 | 4 | nt | 22 | 3.0 | 5 | -22 | -0.6 | 0.2 | 1
COc1ccc(C(=O)NCc2nnc(SCC(=O)N3CCCCC3)o2)cc1OC | 0.4 | nt | -3 | 3 | 3.3 | 5 | -3 | -0.3 | 2.4 | 6
CC12CCC(=O)N1C(C(=O)N1CCN(c3ccc([N+](=O)[O-])cc3)CC1)CS2 (centres undefined) | -0.2 | -3 | -1 | -9 | 3.8 | -4 | 9 | -0.5 | -0.7 | -11
COc1ccc(N2CCN(c3ncnc4scc(-c5ccccc5)c34)CC2)cc1 | 2.7 | -5 | -6 | -31 | -0.5 | 4 | 31 | -0.1 | 0.6 | -12
O=C(CN1CCOCC1)Nc1ccccc1Sc1ccc(Cl)cc1 | 4.2 | nt | -3 | 10 | 2.5 | 0 | -10 | -4.0 | -2.2 | 6
O=C(c1ccccc1)N1CCCCC(Sc2nnc3ccccn23)C1=O (centres undefined) | 0.7 | -2 | -1 | -9 | 1.6 | 3 | 9 | -2.2 | -0.4 | -3
O=C1NCCCN1Cc1ccc(F)cc1Cl | nt | nt | nt | 8 | 3.3 | -1 | -8 | -1.7 | nt | -3
Cc1nn(-c2cc(N3CCCC3)ccc2[N+](=O)[O-])c(=O)c2ccccc12 | 1.4 | 4 | 1 | -6 | 2.3 | 5 | 6 | -0.4 | -2.1 | -14
CC(C)(C)NC(=O)C1Cc2ccccc2CN1S(=O)(=O)c1ccc(F)cc1 (centres undefined) | 3.7 | 1 | 3 | -1 | 2.6 | -8 | 1 | -0.6 | 2.2 | -1
Cc1cccc(C(=O)OCC(=O)Nc2ccc3c(c2)OCCO3)c1 | 0.4 | 8 | -2 | 11 | -1.2 | -3 | -11 | -0.4 | -1.2 | 12
O=[n+]1c2c(n([O-])c3cc(Br)ccc31)CCCC2 | 3.3 | -2 | nt | 26 | 3.2 | -10 | -26 | -0.4 | 4.5 | 1
O=C1CC(c2cc(F)ccc2F)c2cc3c(cc2N1)CCC3 (centres undefined) | 1.8 | -4 | 6 | -17 | 3.0 | -3 | 17 | -2.5 | 1.2 | -17
O=CNC1(c2ccccc2)CCCCC1 | nt | -3 | -6 | 13 | 0.7 | 2 | -13 | -0.8 | nt | -4
CN(C)C(=O)c1ccc(NS(=O)(=O)c2ccc3c(c2)OCCO3)cc1 | 1.5 | 0 | 0 | 34 | 0.2 | 0 | -34 | -2.4 | 0.3 | 3
COc1ccc(-n2c(C)nc3c(cnn3-c3ccc(C)cc3)c2=O)cc1 | 1.7 | 0 | -4 | 8 | 4.7 | 4 | -8 | -2.8 | -1.6 | 3
C=CCOC(=O)C1=C(C)NC(SCC(=O)NC(=O)OCC)=C(C#N)C1c1cccnc1 (centres undefined) | 1.4 | -6&0 | -3&-1 | -11&0 | 4.4&1.6 | -5&-13 | 11&0 | -0.9 | -1.5 | 4&-3
COc1ccc(NC(=S)NC(NC(=O)/C=C/c2ccccc2)C(Cl)(Cl)Cl)cc1 (centres undefined) | 0.7 | nt | 0 | -16 | 2.1 | -10 | 16 | -1.4 | 1.4 | -5
COc1cc(NC(=O)C2CCC(=O)N2S(=O)(=O)c2ccc(C)cc2)cc(OC)c1 (centres undefined) | 0.7 | 0 | -6 | -9 | -0.5 | -5 | 9 | -1.5 | -1.8 | -8
COc1ccc(OC)c(/C=C/C(=O)OCC(=O)Nc2cccc(C(C)=O)c2)c1 | 2.3 | nt | -2 | -22 | 3.8 | 6 | 22 | -1.1 | 1.9 | -4
C/C(=N\NC(=O)OC(C)(C)C)c1ccc(-n2ccnc2)cc1 | -2.5 | 8 | nt | -18 | 1.8 | -6 | 18 | -0.1 | -3.3 | 10
COC(=O)c1sc2cc(=O)n(-c3cccc(C(F)(F)F)c3)nc2c1O | -0.2 | -3 | -3 | -3 | 2.9 | -15 | 3 | -0.7 | 1.3 | 4
CCc1cccc(C)c1NC(=O)c1ccoc1C | 0.9 | -1 | -4 | 14 | 0.1 | 0 | -14 | 0.6 | 1.1 | -3
O=[N+]([O-])c1ccc(N2CCC(=NOCc3ccc(Cl)cc3)CC2)cc1 | 0.2 | nt | -6 | 2 | 1.9 | -4 | -2 | 1.2 | -2.9 | nt
CCOC(=O)C1=C(COC(=O)/C=C/c2ccc(OCC)c(OC)c2)NC(=O)NC1C (centres undefined) | 2.2 | 12 | -4 | -83 | -1.6 | 7 | 83* | -3.3 | 0.7 | -6
O=c1oc(-c2ccco2)nc2c1cnn2-c1ccccc1 | 2.9 | -1 | 1 | nt | 3.8 | -4 | nt | -5.2 | -0.2 | -19
Cc1cc(C)n(C(=O)CCNC(=O)c2ccccc2Br)n1 | 2.4 | nt | -2 | -4 | 4.0 | 2 | 4 | -0.1 | 1.3 | 0
COc1ccc2c(c1)CCC1C2=NN(/C(C)=C\C(C)=O)C1c1ccc(F)cc1 (centres undefined) | -1.1 | 52* | 5 | -38 | 1.2 | 1 | 38 | -1.2 | -1.6 | 27
Cn1cc(CN2CCN(Cc3ccccc3)C(CCO)C2)c(-c2ccccc2)n1 (centres undefined) | 0.2 | -1 | -1 | nt | 0.3 | 14 | nt | -2.1 | -0.9 | 2
CCCCOC(=O)c1sc2nc(N3CCOCC3)c3c(c2c1N)CC(C)(C)OC3 | 3.0 | 0 | -1 | -19 | 0.9 | -9 | 19 | 0.0 | 2.9 | 3
